# Screening data from PubChem.
# EBNA-1 inhibitor: blocks EBNA-1 binding to DNA. EBNA-1 DNA binding, fluorescence polarization. inhibition, % at 14.8 µM. actives 0.34% (n = 300,000); in the data active = inhibition above about 28%
# PREPL inhibitor: inhibitors of human prolyl oligopeptidase-like enzyme PREPL; Q4J6C6; recombinant PREPL, fluorescence polarization activity-based probe; inhibition, % at 5.96 µM; actives 0.68% (n = 320,000); in the data active = inhibition above about 43%;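 note: 0% = enzyme with DMSO and 100% = wells lacking enzyme; many of its hits are not listed in these tables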
# LYPLA1 counter: LYPLA1 (human) inhibition in PME1 counter-screen; O75608; recombinant LYPLA1, FP-Rh probe fluorescence polarization; inhibition, % at 5.9 µM; actives 0.16% (n = 320,000); AID 2174;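 active = inhibition above the mean of all tested compounds plus 3 SD, set per campaign, cut at about 14% in these data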;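 note: inhibitors block serine hydrolase probe labeling of LYPLA1 so polarization falls; 0% = enzyme with DMSO and 100% = wells lacking LYPLA1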
# LYPLA2 counter: blocks human lysophospholipase 2, a PME1 counter-screen | O95372 | recombinant LYPLA2, FP-Rh probe fluorescence polarization | inhibition, % at 5.9 µM | actives 0.38% (n = 320,000);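 active = inhibition above the screen-wide mean plus 3 SD, limit set per campaign, cut at about 26% in these data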;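 note: 0% = LYPLA2 with DMSO and 100% = wells lacking LYPLA2 enzyme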
# Target sequence (O95372 whole entry, looked up): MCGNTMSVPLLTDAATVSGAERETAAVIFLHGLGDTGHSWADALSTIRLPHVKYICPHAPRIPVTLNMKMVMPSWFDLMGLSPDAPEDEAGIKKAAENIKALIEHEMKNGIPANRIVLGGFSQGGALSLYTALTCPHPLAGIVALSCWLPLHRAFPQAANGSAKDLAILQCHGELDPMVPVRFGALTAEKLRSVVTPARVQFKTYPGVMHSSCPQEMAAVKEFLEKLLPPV
# PAFAH1B3 FP inh: inhibitors of human PAFAH1B3 | actives 0.28% (n = 340,000) | recombinant PAFAH1B3, FP-rhodamine probe, fluorescence polarization | Q15102 | inhibition, % at 3.39 µM;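 active = inhibition above the screen-wide average of all tested compounds plus 3 SD, cut at about 25% in these data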;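 note: 0% = enzyme with DMSO only and 100% = wells lacking PAFAH1B3 protein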
# Target sequence (Q15102 whole entry, looked up): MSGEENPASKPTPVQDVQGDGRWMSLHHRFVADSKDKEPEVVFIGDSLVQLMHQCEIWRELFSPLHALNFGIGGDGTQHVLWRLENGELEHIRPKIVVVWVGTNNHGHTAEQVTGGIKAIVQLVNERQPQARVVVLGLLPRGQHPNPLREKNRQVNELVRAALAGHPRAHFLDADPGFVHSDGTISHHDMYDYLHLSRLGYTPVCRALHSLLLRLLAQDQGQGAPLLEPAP
# PAFAH2 inh: inhibitors of human PAFAH2. recombinant PAFAH2, FP-rhodamine activity probe, fluorescence polarization. inhibition, % at 3.39 µM. actives 0.99% (n = 340,000). AID 492956;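 active = inhibition above the mean over all tested compounds plus 3 SD, cut at about 30% in these data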;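 note: inhibitors block probe labeling of enzyme so polarization drops; 0% = enzyme with DMSO and 100% = wells lacking PAFAH2 protein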
# ZTA DNA inh: blocks Epstein-Barr virus ZTA, an EBNA-1 counter-screen; actives 0.15% (n = 320,000); AID 2234; P03206; inhibition, % at 11 µM; ZTA-DNA binding, fluorescence polarization; in the data active = inhibition above about 33%
# Target sequence (P03206 whole entry, looked up): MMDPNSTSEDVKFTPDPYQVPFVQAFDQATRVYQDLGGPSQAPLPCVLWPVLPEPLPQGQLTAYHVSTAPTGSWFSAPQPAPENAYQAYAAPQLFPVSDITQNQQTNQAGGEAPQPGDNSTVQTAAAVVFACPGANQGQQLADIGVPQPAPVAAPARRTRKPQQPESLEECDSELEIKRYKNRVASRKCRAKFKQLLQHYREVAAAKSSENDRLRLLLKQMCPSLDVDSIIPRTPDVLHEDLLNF
# PAD4 inh: blocks human protein arginine deiminase 4 | recombinant PAD4, RCA probe fluorescence polarization | inhibition, % at 6.36 µM | actives 0.41% (n = 330,000);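 active = percent inhibition above a cutoff equal to the mean of all tested compounds plus 3 SD, cut at about 15% in these data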;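 note: 0% = PAD4 with RCA probe and DMSO and 100% = probe without PAD4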
# GSTO1 counter: counter-screen for RBBP9 inhibitors: inhibitors of human GSTO1; P78417; recombinant GSTO1, activity-based probe fluorescence polarization; inhibition, % at 5.96 µM; actives 1.1% (n = 300,000);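 active = inhibition above the campaign mean inhibition plus 3 SD, cut at about 35% in these data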;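 note: 0% = GSTO1-1 with DMSO and 100% = wells lacking GSTO1-1 enzyme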
# Target sequence (P78417 whole entry, looked up): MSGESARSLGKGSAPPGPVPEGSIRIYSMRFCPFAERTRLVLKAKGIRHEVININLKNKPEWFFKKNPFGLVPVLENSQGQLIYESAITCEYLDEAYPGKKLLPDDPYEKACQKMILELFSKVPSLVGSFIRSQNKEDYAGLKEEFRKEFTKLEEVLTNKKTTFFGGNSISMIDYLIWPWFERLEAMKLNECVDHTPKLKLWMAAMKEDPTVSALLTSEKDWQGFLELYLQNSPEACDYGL
# * = called active by the depositor; / = not tested or not shown; & = joins results of further samples. These rows are one share of the data; count on the stated rates, not on these rows.
No.	molecule	EBNA-1 inhibitor	PREPL inhibitor	LYPLA1 counter	LYPLA2 counter	PAFAH1B3 FP inh	PAFAH2 inh	ZTA DNA inh	PAD4 inh	GSTO1 counter
1	COC(=O)C1=C(CSc2nc3c(cc2C#N)CN(C)CC3)OC(N)=C(C#N)C1c1ccccc1F (stereo unspecified)	16	25	5	17	9	15	-7	5	27
2	O=C1CSC(c2cccnc2)N1Cc1ccc(Cl)cc1Cl (stereo unspecified)	-9	-29	1	6	6	-6	-13	-3	1
3	O=C(CCNC(=O)c1ccc(Br)cc1)NNC(=O)C1COc2ccccc2O1 (stereo unspecified)	-1	-8	-5	-4	1	-5	-11	0	6
4	CCC(=O)N1N=C(c2cccs2)CC1c1ccco1 (stereo unspecified)	4	-6	-3	-4	12	1	0	-2	7
5	COc1ccc(N2CCN(C(=O)COC(=O)CCc3ccccc3)CC2)cc1	/	10	5	8	4	0	-4	3	/
6	Cc1sc2ncnc(NCCN3CCOCC3)c2c1C	-2	0	1	1	-2	4	1	-3	-6
7	CC1(C)C2CCC1(C)C(OC(=O)C[n+]1ccccc1)C2 (stereo unspecified)	-4	0	1	3	4	5	-17	-5	9
8	O=C1Nc2ccccc2C1=Nc1cccc(Cl)c1	-1	4	0	-4	1	1	6	-6	3
9	Cc1ccc(C(=O)NCC(=O)Nc2ccccc2C(F)(F)F)cc1	-4	1	4	10	-1	3	3	1	1
10	COc1ccc(-c2nc3ccc(C)cc3c(=O)o2)cc1OC	-5	1	0	1	-2	43*	6	2	2
11	O=C(c1ccc([N+](=O)[O-])s1)N1CCCc2ccccc21	2	10	-3	10	-4	9	-10	-5	9
12	CCOc1nc(CC)nc(NC(=O)NS(=O)(=O)c2ccccc2Cl)n1	-9	6	0	-1	14	-4	9	-1	4
13	O=S(=O)(c1ccc(F)cc1)n1ccc(-c2cccc(OCc3c(F)cccc3Cl)c2)n1	-4	-5	-3	-4	-11	-4	7	-2	-6
14	Cc1cc(C)cc(C(=O)Oc2cc(C)[nH]c(=O)c2[N+](=O)[O-])c1	2	-14	-1	-4	12	6	-12	-2	-6
15	N#Cc1cc2nc(O)c(O)nc2cc1[N+](=O)[O-]	2	6	-2	-3	10	-2	-1	-2	-2
16	CC(C)OC(=O)CSc1nnc2c3ccccc3n(C)c2n1	4	11	-1	-3	1	3	-14	-4	0
17	CC(C(=O)Nc1nccs1)N1C(=O)C2CC=CCC2C1=O (stereo unspecified)	9	-5	3	-2	-1	-1	6	-6	0
18	Cc1nn(Cc2cccc(C(N)=O)c2)c(C)c1Br	-2	-16	2	-2	0	-5	4	3	18
19	O=C(Nc1ccc(NC(=O)c2ccc3c(c2)OCCO3)cc1)c1ccccc1	4	2	-5	-13	-6	-26	16	2	-3
20	CCCCC(=O)Nc1c2c(nn1-c1cccc(C)c1C)CS(=O)(=O)C2	0	2	1	6	7	-1	4	-3	3
21	Cc1cc(C)n(/N=C/c2ccccc2O)c(=O)c1	-9	14	0	-1	0	-10	3	-1	1
22	O=C(NC1CCCCCC1)C1CCCN1S(=O)(=O)c1cccc2cccnc12 (stereo unspecified)	-3	-1	1	-5	1	7	-7	3	5
23	CC(=O)Nc1ccc(S(=O)(=O)Nc2cc(C)cn(Cc3ccccc3)c2=O)cc1	-8	-10	3	-5	5	5	-7	-4	-3
24	CC(C)CN1CCN(Cc2ccc(C#CC(C)(C)O)cc2)CC1CCO (stereo unspecified)	8	-6	0	3	9	2	0	3	-5
25	Cc1ccc(NC(=O)CCCCCC2NC(=O)NC2C)cc1 (stereo unspecified)	7	4	0	1	10	-3	-3	-1	0
26	Cn1ccc(NC(=O)c2ccc(Cl)cc2Cl)n1	/	-1	-6	-7	2	-3	5	3	/
27	Cc1c(C(=O)NC(C)C)sc2ncn(CC(=O)N3CCC(C)CC3)c(=O)c12	2	6	-3	1	1	2	-17	-3	5
28	O=C(Nc1ccc2c(c1)OCO2)c1ccc2nc[nH]c2c1	-8	11	2	16	7	12	6	-3	-2
29	C/C(=N\N=C(/N)SC1CC(=O)N(c2ccc(Cl)c(Cl)c2)C1=O)c1cccs1 (stereo unspecified)	-12	-16	-23	-19	13	-5	-3	0	-8
30	NC1=NC(c2ccc(Cl)cc2)C(C(=O)c2ccccc2)N1 (stereo unspecified)	-4	12	6	8	1	-1	-23	2	4
31	O=C(Nc1ccccc1C(=O)N1CCOCC1)c1cc2ccccc2o1	6	-1	-1	3	7	0	6	0	2
32	O=C(CCc1c[nH]c2ccccc12)Nc1ccc(S(=O)(=O)Nc2ncccn2)cc1	-17	5	1	-11	6	-7	11	-1	4
33	Cc1cccc(C)c1NC(=O)CNC(=O)c1ccc(N2CCCC2=O)cc1	/	15	2	3	5	9	1	-1	/
34	Cc1ccc(NC2CC(=O)N(c3ccc(N4CCCCC4)cc3)C2=O)cc1 (stereo unspecified)	-4	20	0	-10	2	2	0	-6	5
35	O=C(N/N=C/c1ccccc1OCc1ccccc1Cl)c1cccnc1	11	-25	-15	-8	5	-3	6	-3	-2
36	Cc1ccnc(NC(=O)CCNS(=O)(=O)c2ccc(C)c(C)c2)c1	-1	0	-2	-4	7	-4	-13	2	4
37	Cc1ccc(N2CC(C(=O)Nc3c4c(nn3C(C)(C)C)CS(=O)(=O)C4)CC2=O)cc1C (stereo unspecified)	2	12	-1	8	-3	158*	-3	-5	5
38	CC(=O)c1cccc(OCC(=O)c2cc(C)n(-c3cc(C)on3)c2C)c1	-5	-18	3	6	3	-5	-18	-1	1
39	N#C/C(=C(/O)COC(=O)c1ccc(C#N)cc1)c1nc2ccccc2s1	3	6	-4	-2	8	12	5	-4	2
40	CN(C)C=NC(=O)c1cc(C(=O)c2ccc(F)cc2)c[nH]1	1	-7	3	-2	3	7	-4	-5	3
41	CC(CNC(=O)Cn1cnc2c(OCc3ccccc3)ncnc21)c1ccccc1 (stereo unspecified)	/	0	/	/	3	-2	/	-2	/
42	CCOC(=O)N1CCN(CCC(=O)Nc2ccccc2OC)CC1	8	-6	0	-3	-3	0	15	-1	1
43	O=C(NCCCN1CCOCC1)c1ccc(CS(=O)(=O)Cc2ccc(Cl)cc2)o1	-4	6	-1	2	-1	0	13	2	6
44	Cc1ccc(S(=O)(=O)N2CCC[C@H]2C(=O)OCC(=O)N2CCc3ccccc32)cc1	/	4	/	/	3	0	/	4	/
45	CCN(CC)c1ccc(/C=N/Nc2nc(C)cc(C)n2)cc1	9	2	0	-3	/	/	8	-4	-4
46	CCOC(=O)CSc1nc2ccccc2c(=O)n1CCCCCC(=O)NCc1ccco1	-3	2	-5	-2	-9	-2	26	-4	6
47	COc1cc(C(=O)N2CCN(c3ccccc3O)CC2)ccc1OCC(=O)N1CCOCC1	/	20	1	3	-1	2	14	2	/
48	COC(=O)c1cc2ccc(OC)c(OC)c2c(=O)s1	4	-4	-1	-1	6	3	8	4	5
49	O=C1CC(c2ccc3c(c2)OCCO3)Oc2ccc([N+](=O)[O-])cc21 (stereo unspecified)	0	13	-3	2	16	4	4	3	5
50	CN(C(=O)c1cc(COc2c(F)cccc2F)on1)C1CCOC1 (stereo unspecified)	1	6	-5	-9	0	4	3	1	5
51	Cc1ccc(C2CC(=O)NC(SCc3ccccc3)=C2C#N)cc1 (stereo unspecified)	-3	10	-1	3	5	0	6	-2	-5
52	Cn1c(CCN2CCOCC2)nc2cc(NC(=O)c3cccs3)ccc21	5	32	2	0	-4	7	-4	3	27
53	Cn1nnnc1SCC(=O)N1CCN(c2ccc(Cl)cc2)CC1	-1	21	-1	1	0	-5	-6	7	-3
54	CC(Oc1ccccc1Cl)C(=O)N1CCOCC1 (stereo unspecified)	2	-1	0	2	2	3	-4	-3	3
55	O=C(COc1ccc([N+](=O)[O-])cc1)NN=C1CCCC1	8	13	4	6	5	-4	-9	0	6
56	CCN1CCc2nc(NC(=O)c3cc(F)c(F)cc3Cl)sc2C1	2	10	1	2	1	1	4	-1	-6
57	O=C(CCCC(=O)N(CC(=O)NC1CCCCC1)c1cccc(F)c1)Nc1ccccn1	6	2	-4	1	3	3	-8	-4	1
58	O=S(=O)(c1ccc(N2CCC(c3ccc(Cl)cc3)=N2)cc1)N(CCO)CCO	1	35	9	12	1	6	-5	1	13
59	CCN(CC)S(=O)(=O)c1ccc(NS(=O)(=O)c2cccs2)cc1	5	5	-2	-4	2	12	3	1	-7
60	COc1ccc2c(c1)cc1n2CCN=C1NN	-2	34	3	-5	13	0	8	-4	7

# Next compounds
No.	molecule	EBNA-1 inhibitor	PREPL inhibitor	LYPLA1 counter	LYPLA2 counter	PAFAH1B3 FP inh	PAFAH2 inh	ZTA DNA inh	PAD4 inh	GSTO1 counter
61	CCc1ccc(N=c2c([N+](=O)[O-])nn(-c3ccc4c(c3)OCCO4)n2O)cc1	-12	3	-3	-3	4	1	5	5	14
62	O=C(N/N=C/c1cc(O)ccc1Br)c1cccnc1	-7	7	-2	1	23	12	-2	1	5
63	O=C(NCc1nc2ccccc2[nH]1)C1=C[C@@H](C2CCCCC2)C[C@@H](OCc2ccc(CO)cc2)O1	4	-11	-9	-13	12	-13	4	0	-3
64	COc1cc(/C=N/N2CCOCC2)ccc1OCc1ccccc1	-17	1	2	-7	-4	0	2	-6	6
65	CCOC(=O)N1CCN(CCC(=O)Nc2cccc(Br)c2)CC1	-2&0	9&7	0&-1	6&0	7&2	6&2	0&18	-6&1	-4&0
66	Nc1ccc(/C=C/C(=O)c2cccs2)cc1	0	0	-1	-10	6	3	-2	0	7
67	C=CCOC(=O)C1=C(C)OC(N)=C(C#N)C1c1ccoc1 (stereo unspecified)	-10	12	-3	0	-5	5	-19	0	19
68	CSCCNC(=O)c1ccc(C(C)(C)C)cc1	-1	2	-4	0	8	4	-10	0	7
69	Fc1ccc(C2CC(c3ccco3)=Nc3ccccc3S2)cc1 (stereo unspecified)	8	-3	-1	-1	14	7	-7	15*	2
70	CN(CC(=O)Nc1cccnc1)S(=O)(=O)c1ccccc1	7	-1	-4	-4	8	1	0	6	2
71	CCN(Cc1ccccc1)c1ccc(/C=N/NC(=S)NC(C)C)cc1	11	9	-4	4	13	0	-4	-2	6
72	CC(NC(=S)Nc1ccccc1Cl)C(c1cccs1)N1CCCC1 (stereo unspecified)	-5	-31	5	3	3	7	-4	-2	-1
73	COc1ccc(NC(=O)COC(=O)CO/N=C(\C)c2ccc3c(c2)OCO3)cc1S(N)(=O)=O	/	-6	5	1	6	4	-1	4	/
74	COc1cc(CNCCSc2nnnn2C)cc(Br)c1OCc1ccccc1	-5	-48	-1	-1	1	2	8	0	-1
75	O=C(NCCc1c[nH]c2ccccc12)c1cc(S(=O)(=O)N2CCCCC2)ccc1N1CCOCC1	6	23	2	-1	2	7	9	-9	2
76	CCCCCc1ccc(-c2cn(Cc3ccc(C(=O)c4ccccc4)cc3)nn2)cc1	-7	19	-4	-4	-4	-2	-19	-1	3
77	C=CCNC(=S)NNC(=O)c1cccn(Cc2ccc(Cl)cc2)c1=O	-4	-11	1	10	9	-8	1	2	2
78	Cc1cc(C)c(C#N)c(SCC(O)CS(=O)(=O)Cc2ccccc2)n1 (stereo unspecified)	0	12	-2	-2	1	-2	-3	-5	0
79	COCCNc1nc(N)c([N+](=O)[O-])c(NCCO)n1	0	2	1	2	2	-7	2	4	0
80	Cc1c(Cl)cnc(NC(=O)COC(=O)C2CCCC2)c1Cl	/	14	/	/	7	38*	/	-4	/
81	CCOC(=O)c1ccc(Nc2cc(C)nc(N3CCOCC3)n2)cc1	5	18	-3	-6	1	0	8	-3	-1
